# CHOP inh = CHOP inhibition in unfolded protein response; CHO-K1 CHOP-promoter luciferase, tunicamycin-induced, 15-18 h; AID 2732; inhibition, % at 10 µM; 3.8% of 220,000 active;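 active = compounds that reduced the stress-induced luciferase reporter signal by more than about 70% of percent inhibition, limit read from the data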;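 also: 0% = tunicamycin plus vehicle and 100% = wells without tunicamycin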
# EP2 modulator = EP2 receptor (human) modulation; induction, % at 25 µM; AID 940; EP2-expressing cells, cAMP HTRF FRET, PGE2 co-stimulation; P43116; 0.83% of 260,000 active;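 active = compounds whose cAMP rise, as percent of the full-agonist control response, exceeds 60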;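 also: rat C6 glioma line stably carrying human EP2 under a CMV promoter; the protocol text gives 20 µM as final concentration; 100% = response of wells given 1 µM PGE2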
# Target sequence (P43116 whole entry, looked up): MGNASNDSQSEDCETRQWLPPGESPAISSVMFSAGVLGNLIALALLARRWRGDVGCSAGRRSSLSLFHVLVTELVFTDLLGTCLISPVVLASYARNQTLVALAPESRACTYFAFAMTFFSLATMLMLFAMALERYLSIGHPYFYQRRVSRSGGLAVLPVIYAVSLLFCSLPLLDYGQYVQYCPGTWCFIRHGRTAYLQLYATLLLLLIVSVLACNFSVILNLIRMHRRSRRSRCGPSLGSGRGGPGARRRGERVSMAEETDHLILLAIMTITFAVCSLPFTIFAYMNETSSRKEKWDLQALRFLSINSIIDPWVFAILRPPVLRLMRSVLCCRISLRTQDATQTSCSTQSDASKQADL
# * hit, by the source's call; & = joins results of further samples. This is a subset (hit frequency here may not be typical).
1: CCCn1c(=O)c2[nH]c(C3CCCC3)nc2n(CCCOC(=O)c2ccc(S(=O)(=O)F)cc2)c1=O
2: COC1CC(OC2CCC3(C)C(CCC4C3CCC3(C)C(C5=CC(=O)OC5)C(OC(C)=O)CC43O)C2)OC(C)C1OC1OC(COC2OC(CO)C(O)C(O)C2O)C(O)C(O)C1O (stereo not drawn)
3: NC(N)=NOCC[C@H](N)C(=O)O
4: CCC1(C2=NCCN2)Cc2ccccc2O1 (stereo not drawn)
5: CCCN(CCC)CCc1c[nH]c2ccc(C(N)=O)cc12
6: CN1C(=O)CCS(=O)(=O)C1c1ccc(Cl)cc1 (stereo not drawn)
7: CN(N=O)c1ccc(O)c(O)c1
8: CN1CC[C@@]2(C)c3cc(O)ccc3N(C)C12 (stereo partly drawn)
Compound,1,2,3,4,5,6,7,8
CHOP inh,0,5,-22,-13,-8,-3,8,9
EP2 modulator,34,22,10&15,14&3,5,4&9,83*,-4

# Ordered by length of the SMILES (low to high): 4 of the compounds above.
3: NC(N)=NOCC[C@H](N)C(=O)O
4: CCC1(C2=NCCN2)Cc2ccccc2O1 (stereo not drawn)
5: CCCN(CCC)CCc1c[nH]c2ccc(C(N)=O)cc12
2: COC1CC(OC2CCC3(C)C(CCC4C3CCC3(C)C(C5=CC(=O)OC5)C(OC(C)=O)CC43O)C2)OC(C)C1OC1OC(COC2OC(CO)C(O)C(O)C2O)C(O)C(O)C1O (stereo not drawn)
Compound,3,4,5,2
CHOP inh,-22,-13,-8,5
EP2 modulator,10&15,14&3,5,22

# (further entries)
9: CCCN1CC[C@@H]2c3cc(O)ccc3CC[C@@H]21
10: COCCOC(=O)C1=C(N)Oc2c(c(=O)oc3ccccc23)[C@@]12C(=O)Nc1ccccc12
11: C[C@]12N[C@H](Cc3ccccc31)c1ccccc12
12: CN1C[C@@H](CS(=O)(=O)N(C)C)C[C@@H]2c3cccc4c3c(cn4C)C[C@H]21
13: NCCc1c[nH]c2ccc(C(N)=O)cc12
Compound,9,10,11,12,13
CHOP inh,5&-17,5,7,-4,-4
EP2 modulator,17&10,3,-8,15,18

# High-throughput results (PubChem BioAssay)
